Giardia FBPA inh: qHTS Assay for Inhibitors of Fructose-1,6-bisphosphate Aldolase from Giardia Lamblia | purified Giardia FBPA | 290,000 tested, 0.71% active | A8B2U2 | AID 2451, 2010 | Potency, µM (doses to about 59.6 µM), without a hit: at the top dose activity, negative = inhibition, hits mostly inhibitors; also: potency is read from the fitted curve at half-maximal effect; nearly all actives have a fitted effect of over 55% in size
Target sequence (A8B2U2 whole entry, looked up): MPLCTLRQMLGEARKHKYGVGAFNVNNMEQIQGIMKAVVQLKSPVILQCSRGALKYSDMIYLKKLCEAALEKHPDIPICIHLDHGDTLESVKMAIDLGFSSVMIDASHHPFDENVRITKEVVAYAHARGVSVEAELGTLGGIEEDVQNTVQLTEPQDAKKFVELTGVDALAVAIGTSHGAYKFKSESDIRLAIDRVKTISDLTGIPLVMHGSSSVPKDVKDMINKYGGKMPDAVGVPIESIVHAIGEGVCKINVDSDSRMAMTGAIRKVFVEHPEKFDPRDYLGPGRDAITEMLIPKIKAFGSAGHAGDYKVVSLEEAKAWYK
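Giardia FBPA (40 nM reagent) was preincubated 10 min at RT with compound (up to 57.5 uM final), then substrate plus GAPDH/TPI/NAD/arsenate coupling system with diaphorase/resazurin was added; resorufin fluorescence (525/598 nm) was read after 20 min.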
HCV inh: qHTS Assay for Inhibitors of Hepatitis C Virus (HCV). Huh7.5.1 HCVcc-Cre infection, luciferase reporter, 44 h. Potency, µM (doses to about 41.8 µM), for the others: at the top dose activity change, negative = inhibition, usual class: inhibitors. 340,000 tested, 3.4% active. AID 651820, 2012; also: potency is read from the fitted curve at half-maximal effect
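A cell-based infection assay in which seeded cells (1,000 per well) receive test compound after 4 h, are inoculated with HCVcc-Cre at approximately 0.5 moi, and are incubated 44 h before luminescence detection.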
AmpC detergent: qHTS Inhibitors of AmpC Beta-Lactamase (assay with detergent); P00811; AmpC hydrolysis of nitrocefin, absorbance 480 nm, 0.01% Triton; Potency, µM (series often up to 114 µM), for inactives: top-dose activity change, negative = inhibition, hits mostly inhibitors; 370,000 tested, 0.041% active; AID 485294, 2010;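 also: potency is read from the fitted curve at half-maximal effect; 0% = no-compound wells and -100% = no-enzyme wells; nearly all actives have a fitted effect of over 25% in size; some results filed as inactive show a strong effect at the top dose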
Target sequence (P00811 whole entry, looked up): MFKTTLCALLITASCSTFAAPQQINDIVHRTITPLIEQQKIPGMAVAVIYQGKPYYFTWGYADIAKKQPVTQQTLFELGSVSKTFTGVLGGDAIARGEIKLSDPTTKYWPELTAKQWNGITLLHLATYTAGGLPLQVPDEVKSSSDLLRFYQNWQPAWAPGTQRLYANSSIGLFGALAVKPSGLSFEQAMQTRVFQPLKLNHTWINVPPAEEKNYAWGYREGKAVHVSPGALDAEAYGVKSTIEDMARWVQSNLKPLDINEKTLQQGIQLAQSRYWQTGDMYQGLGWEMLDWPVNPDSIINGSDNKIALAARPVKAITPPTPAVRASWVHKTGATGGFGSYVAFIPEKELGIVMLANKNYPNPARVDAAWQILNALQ
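20 mM phosphate pH 7.0 + 0.01% (detergent screen) or 0.0001% Triton X-100; 5.3 nM AmpC reagent; cpd preinc 15 min RT; nitrocefin (800 uM stock) to start; A480 q20 s × 4 min; Activity was normalised to no-enzyme and no-compound control wells.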
AmpC inh no detg: qHTS Inhibitors of AmpC Beta-Lactamase (assay without detergent); P00811; AmpC nitrocefin hydrolysis, absorbance 480 nm, 0.0001% Triton; Potency, µM (doses to about 57.1 µM), without a hit: top-dose activity change, negative = inhibition, most hits filed as inhibitors; 330,000 tested, 0.52% active; AID 485341, 2010;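 also: potency is read from the fitted curve at half-maximal effect; plate controls were no compound for no effect and no enzyme for full effect; nearly all actives have a fitted effect of over 20% in size; some results filed as inactive show a strong effect at the top dose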
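20 mM phosphate pH 7.0 + 0.01% (detergent screen) or 0.0001% Triton X-100; 5.3 nM AmpC reagent; cpd preinc 15 min RT; nitrocefin (800 uM stock) to start; A480 q20 s × 4 min; Activity was normalised to no-enzyme and no-compound control wells.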
Sm TGR block: qHTS Assay for the Inhibitors of Schistosoma Mansoni Peroxiredoxins. Schistosoma mansoni thioredoxin glutathione reductase (TGR), Q962Y6. purified TGR, DTNB reduction, TNB absorbance 405 nm. Potency, µM (doses to about 114 µM), without a hit: top-dose activity change, negative = inhibition, usual class: inhibitors. 360,000 tested, 3% active. AID 485364, 2010; also: potency is read from the fitted curve at half-maximal effect; nearly all actives have a fitted effect of over 60% in size
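First, TGR (20 nM dispensed) and NADPH were mixed with compound. Second, a 15 min room-temperature incubation followed. Third, further NADPH and then DTNB were added to start the reaction. Finally, TNB absorbance was monitored kinetically.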
HCMV antiviral: qHTS Assay for inhibitors of the human cytomegalovirus (HCMV). HFF cells, HCMV-luciferase reporter, 72 h; active compounds read low. activity change, negative = inhibition, % at 57.5 µM. 410,000 tested, 4.5% active; in the data active = activity change below about -60%; inconclusive = no clear call, values can overlap the other calls; inactive = above about -39%
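Screen run at 2 compound doses on HFFs infected with reporter HCMV, MOI 1 PFU/cell. Luciferase activity from cell lysates at 72 h post infection gave inhibition relative to buffer-only and Salinomycin wells.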
* hit, by the source's call; ? = inconclusive; . = no result given; & = joins results of further samples; [ ] = another dose, or the depositor's remark. Unless noted, calls follow the shape of the dose curve; as a rule, active = well fitted curve in the direction sought with a large enough effect; inconclusive = small, poorly fitted or top-dose-only effect, or another doubt; inactive = no such curve, though single readings can be large; an effect the other way counts as inactive or inconclusive. Unless noted, % is scaled to controls: 0 for no effect and ±100 for the full control effect.

Start of the data: the first 5 records (preview)
Fields: Giardia FBPA inh	AmpC inh no detg	AmpC detergent	Sm TGR block	HCMV antiviral	HCV inh
CC(C)(C)OC(=O)N1CCC(c2c(C(=O)N3CCC(c4ccccc4)C3)cnn2-c2ccc(Cl)cc2)CC1 (centres undefined)
→ .	.	22%	-2%	-20	.
COCCNC(=O)c1ccc(-n2c(-c3ccccc3)cc3c2CCC(C)C3)cc1 (centres undefined)
→ .	.	-4%	-5%	-101*	.
C=CCNC(=O)CSc1nnc(-c2cccs2)o1
→ 9%	-11%	-4%	1%	-31	17%
CCNC(=O)N1C(=O)C2(OCCO2)c2cc(Br)ccc21
→ -6%	-15%	-22%	-31%	20	?
COc1ccc(C(=O)NC2=NCCS2)c(OC)c1
→ 6%	-6%	?	1%	128	-19%

Main list, from the first entry:
Fields: Giardia FBPA inh	AmpC inh no detg	AmpC detergent	Sm TGR block	HCMV antiviral	HCV inh
CC(C)(C)OC(=O)N1CCC(c2c(C(=O)N3CCC(c4ccccc4)C3)cnn2-c2ccc(Cl)cc2)CC1 (centres undefined)
→ .	.	22%	-2%	-20	.
COCCNC(=O)c1ccc(-n2c(-c3ccccc3)cc3c2CCC(C)C3)cc1 (centres undefined)
→ .	.	-4%	-5%	-101*	.
C=CCNC(=O)CSc1nnc(-c2cccs2)o1
→ 9%	-11%	-4%	1%	-31	17%
CCNC(=O)N1C(=O)C2(OCCO2)c2cc(Br)ccc21
→ -6%	-15%	-22%	-31%	20	?
COc1ccc(C(=O)NC2=NCCS2)c(OC)c1
→ 6%	-6%	?	1%	128	-19%
CCc1cc(=O)oc2cc(C)cc(OCC(=O)NCCN3CCOCC3)c12
→ -21%	-10%	-9%	-7%	11	-9%
COCCN(C(=O)c1oc2ccccc2c1COC)c1c(N)n(CC(C)C)c(=O)[nH]c1=O
→ .	-12%	-3%	-2%	0	-4%
C=CC[C@H](CC(=O)N(CCO)Cc1ccccc1)C(=O)N[C@H](COC(=O)[C@@H](CC=C)Cc1ccc(F)cc1)Cc1ccccc1
→ .	79%[activator]	.	.	94	10µM*
CC1=CC(C)C(/C=N/n2cnnc2)C(C)C1 (centres undefined)
→ 7%	-3%	-13%	5%	-21	-6%
Nc1cccc(C(=O)NCCNC(=O)c2cccc(N)c2)c1
→ 0%	-4%	1%	11%	-22	-4%
COc1cc(NC(=O)CNc2cccc(S(=O)(=O)N3CCCC3)c2)cc(OC)c1
→ .	-45%	3%	-8%	-8	?
Cc1cc(C)cc(NC(=O)CN2CCN(CCN=CC3=C(O)CC(c4ccc(Cl)cc4)CC3=O)CC2)c1 (centres undefined)
→ 4%	211%[activator]	0%	.	11	-21%
CC(CN1CCOCC1)OC(=O)Cc1ccc(Cl)cc1 (centres undefined)
→ -21%	18%	-4%	-6%	7	0%
O=C(CNC(=O)OCc1ccccc1)NC1CCCCCCC1
→ 4%	1%	-1%	1%	2	18%
CC12CCC(C(=O)NNC(=O)c3ccc(F)cc3)(OC1=O)C2(C)C (centres undefined)
→ .	-6%	2%	5%	6	18%
CC(NC(=O)c1ccccc1)C(=O)OCC(=O)c1c(N)n(C)c(=O)n(C)c1=O (centres undefined)
→ .	0%	?	-5%	-37	1%
Cc1c(C(=O)N2CCCC2)oc2c1-c1nn(CC(=O)NCc3cccc(Br)c3)cc1CC2
→ .	.	-4%	-12%	-27	.
Nc1cc(=O)[nH]c(=O)n1Cc1ccco1
→ 7%	-18%	3%	9%	36	0%
Cc1ccc(OCc2cc(C(=O)NCc3cn4ccccc4n3)no2)cc1C
→ -11%	-4%	?	-16%	?	?
COc1cc(C(=O)Oc2ccc3ccc(O)cc3c2)cc(OC)c1OC
→ -9%	-26%	-4%	4%	30	-4%
COc1ccc(NC(=O)CN(C)C(=O)c2cccc(S(=O)(=O)Nc3ccc(OC)cc3)c2)cc1
→ .	-22%	?	0%	-30	20%
COc1ccc(S(=O)(=O)N2CCC(C(=O)NCc3ccco3)CC2)cc1
→ 6%	-24%	-15%	-11%	23	21%
COC(=O)CSc1nnc(SCc2ccc(OC)cc2)s1
→ 4%	-16%	0%	-2%	1	-6%
O=[N+]([O-])c1ccc2c(c1)nc1n2CCN(c2ccccc2)C1
→ -6%	-38%	1%	28µM*	?	-23%
COc1cccc(CN2CCNC(=O)C2CC(=O)O)c1OC (centres undefined)
→ -3%	-18%	-2%	40µM*	46	20%
CCC1(c2ccc(F)cc2)NC(=O)NC1=O (centres undefined)
→ -9%	-15%	?	2%	-12	-17%
O=C1C(SC(F)(F)C(F)F)=C(C(F)(F)F)OC2C3C=CC(C3)C12 (centres undefined)
→ 3%	-6%	-1%	-3%	-24	-6%
CC1(C)Cc2c(sc3nc(C4CCCCC4)n(N)c(=O)c23)CO1
→ -2%	-11%	-10%	5%	?	3%
CCOC(=O)C1(Cc2cccc(OC)c2)CCN(CC=C(C)C)CC1
→ 1%	8%	2%	6%	-33	-24%
CCN=c1scc(-c2ccco2)n1/N=C/c1ccc(OC)c(O)c1
→ -18%	.	-7%	?	45	-17%

The list goes on:
Fields: Giardia FBPA inh	AmpC inh no detg	AmpC detergent	Sm TGR block	HCMV antiviral	HCV inh
Cc1c(Nc2nc3ccccc3nc2N2CCN(c3ccccc3)CC2)c(=O)n(-c2ccccc2)n1C
→ 7%	69%[activator]	?	-14%	-14	-29%
CCCCn1c(N)c(N(CC(C)C)C(=O)c2cccc(S(=O)(=O)N(C)c3ccccc3)c2)c(=O)[nH]c1=O
→ .	-14%	-12%	-3%	-11	3%
Cc1cc(Cl)ccc1NNC(N)=S
→ ?	-6%	0%	?	-2	?
CSc1nc2c(c(=O)[nH]1)CCCC2
→ -7%	-11%	-1%	5%	-17	14%
CCOc1cnn(Cc2ccccc2)c(=O)c1SCc1ccccc1
→ -1%	-26%	0%	10%	-14	15%
CCOC(=O)N1CCN(C(=O)CN(C2CCCCC2)S(=O)(=O)c2ccc(C)cc2)CC1
→ 8%	148%[activator]	8%	20%	11	9%&1%
COCCOc1cc(NC(=O)CS(=O)(=O)CC(=O)N(C)C)c(Cl)cc1Cl
→ -2%	8%	-2%	-19%	15	2%
CCOC(=O)N1CCN(C(=O)C2CCN(C(=O)c3cc4sccc4n3CC)CC2)CC1
→ -1%	125%[activator]	?	-18%	1	2%&-4%
CCS(=O)(=O)N1Cc2ccccc2CC1C(=O)N(C)Cc1ccc(OC)cc1OC (centres undefined)
→ -11%	56%	9%	-16%	-19	?
CCC1Oc2ccc(C)cc2N(CC(=O)NCc2ccc(OC)cc2)C1=O (centres undefined)
→ .	.	4%	-2%	16	.
CC(C)CCN(C(=O)Nc1ccccc1)C(C)c1cccs1 (centres undefined)
→ -9%	-19%	1%&-2%	0%&-1%	?	-12%
O=c1[nH]c2ccc(S(=O)(=O)NCc3ccccn3)cc2s1
→ 9%	-15%	-1%	-13%	4	0%
CC1CCN(Cc2nnnn2CCCC(=O)NCCN2CCOCC2)CC1
→ .	-6%	-3%	-9%	9	-2%
CCCOC(=O)CCCCCCCCC(O)CN1CCCCC1 (centres undefined)
→ 11%	21%	-4%	1%	31	1%
CN(c1nc(-c2ccc(Br)cc2)cs1)C1CCS(=O)(=O)C1 (centres undefined)
→ -9%	35%	-7%	6%	51	?
COc1cc(OC)c(C(=O)CCC(=O)O)cc1OC
→ 9%	-8%	?	2%	-8	4%
Cc1ccc2c(c1)N(C(=O)CCC(=O)NCc1cccc(F)c1)CC(C)O2 (centres undefined)
→ .	.	-1%	-11%	-7	.
O=C(CSc1nnc(NC(=O)c2c(F)cccc2F)s1)NCc1ccccc1
→ -16%	-15%	-5%	-3%	6	-2%
Cc1ccc(C)c(NC(=O)CSc2nccn2Cc2ccco2)c1
→ 6%	-10%	6%	4%	.	-3%
CCOP(=O)(c1ccccc1)c1nc(-c2ccccc2C)oc1N1CCCCC1 (centres undefined)
→ 0%	137%[activator]	-10%	-17%	-2	?
COc1ccccc1NC(=O)CSc1nnc(C2CCCCC2)n1C
→ -11%	41%	-5%	?	2	19%
O=C(CCNc1n[nH]c(=O)[nH]c1=O)N/N=C/c1ccc(Cl)cc1
→ 2%	-12%	-4%	2%	-30	-3%
COc1ccccc1N(CC(=O)NC(C)(C)C)S(=O)(=O)c1cccs1
→ 6%	-12%	-7%	-2%	-32	6%
Cc1ccc(N=C2NC(=O)/C(=C\c3ccco3)S2)cc1
→ 2%	-44%	-15%	-28%	-24	-3%
CCc1nc2cc(Cl)c(Cl)cc2[nH]1
→ 13%	-24%	4%	0%	-30	-7%
Cc1nn(-c2ccccc2)c2sc(-c3nnc(SCC(=O)O)o3)cc12
→ 18%	-22%	?	0%	11	12%
COc1ccccc1-n1c(-c2cc(-c3ccco3)[nH]n2)n[nH]c1=S
→ -28%	-35%	2%	?	-38	8%
COC(=O)c1c(NC(=O)CC2Sc3ccc(C(F)(F)F)cc3NC2=O)sc(C)c1C (centres undefined)
→ 0%	-27%	?	-1%	10	-5%
CC1(C)C2CC=C(/C=N/NC(=O)c3ccc(O)cc3)C1C2 (centres undefined)
→ 0%	-55%	-1%	-10%	-34	-4%
CC(=O)Nc1ccc(/C(C)=N/NS(=O)(=O)c2ccc(C)cc2)cc1
→ 7%	-31%	-3%	7%	1	17%

The results go on.
Fields: Giardia FBPA inh	AmpC inh no detg	AmpC detergent	Sm TGR block	HCMV antiviral	HCV inh
CCCCCCCn1c(=N)n(CC(O)c2ccco2)c2ccccc21 (centres undefined)
→ -1%	23%	0%	3%	-73*	8.9µM*
CCOC(=O)CCCCC(=O)c1[nH]c(=O)[nH]c1CSc1nc(C)cc(C)n1
→ -2%	-3%	-10%	8%[11.4 µM]	48	5%
C=CCN1C(=O)[C@H]2CCC=C[C@H]2[C@@H]1c1cccc(C)c1
→ .	19%	.	.	-31	14%
CCCc1ccc(OCC(=O)NNC(=S)NC(=O)c2ccco2)cc1
→ ?	-27%	-1%	-9%	-39	-22%
COCCn1c(=O)[nH]c2cc(C(=O)N3CCN(c4ccccc4)CC3)ccc2c1=O
→ -12%	16%	2%&-6%	6%&-4%	2	?
Cc1cc(=O)oc(C)c1C(=O)NCCCN1CCN(c2ccc(F)cc2)CC1
→ .	22%	-7%	1%	-8	-8%
Cc1nn(-c2ccccc2)c2sc(C(=O)NCCN3CCOCC3)cc12
→ 2%	133%[activator]	-17%	-16%	82	2.2µM*
CCOc1ccc(CN(CCc2ccc3c(c2)OCO3)Cc2cccc(Br)c2)cc1
→ .	.	9%	3%	14	.
COc1ccc(NC(=O)CN2CCN(S(=O)(=O)c3ccc(Cl)cc3)CC2)cc1
→ -18%	38%	-3%	-7%	-5	-3%
Cc1ccc2c(CC(=O)Nc3cccc(C(F)(F)F)c3)coc2c1
→ .	.	15%	-1%	-26	.
O=c1c2ccccc2nc(-c2ccccc2)n1Cc1ccccc1
→ 7%	-8%	?	3%	84	0%
Cc1cc(C)n(CCN(C)c2nc3nonc3nc2NC2CC2)n1
→ -2%	-14%	4%	7%	21	12%

Compounds as they come; overall some 9.9% were active at least once.
